IP6K1 inhibitor = inhibitors of human IP6K1 | AID 1645851 | IP6K1 kinase, ADP-Glo luminescence, 2 h; stronger effect = lower value | activity change, % (series mostly up to about 58 µM) | Q92551 | 0.81% of 140,000 active; in the data active = activity change below about -25%
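ADP-Glo luminescence measures ADP made by human IP6K1 during a 2 h RT reaction with ATP/IP6 (mix at 1.3 mM/130 uM); top library doses 57.5 and 19.1 uM final.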
HEK293 viab = counter-screen for SNCA expression inhibitors: cell viability; Potency, µM (highest dose often 57.1 µM), without a hit: at the top dose activity change, negative = cytotoxicity, most hits filed as cytotoxic; 0.12% of 150,000 active; HEK-293-SNCA-luc viability, GF-AFC fluorescence, 24 h;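 also: potency is read from the fitted curve at half-maximal effect; 0% = DMSO-treated cells and -100% = medium-only wells without cells; nearly all actives have a fitted effect of over 30% in size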
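Cytotoxicity counterscreen: after 24 h compound treatment of genome-edited SNCA-luciferase HEK-293 cells, live-cell protease substrate GF-AFC read by fluorescence after 30 min; activity scaled between DMSO (0%) and medium-only (-100%), curves Hill-fitted.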
GPT2 inh = GPT2 alanine aminotransferase inhibition. Potency, µM (series often up to 57.7 µM), without a hit: at the top dose activity change, negative = inhibition, hits mostly inhibitors. Q8TD30. Recombinant GPT2, coupled pyruvate oxidase/HRP Amplex Red fluorescence. 0.25% of 100,000 active; also: potency is read from the fitted curve at half-maximal effect; nearly all actives have a fitted effect of over 60% in size; many of its hits are not listed in these tables
Target sequence (Q8TD30 whole entry, looked up): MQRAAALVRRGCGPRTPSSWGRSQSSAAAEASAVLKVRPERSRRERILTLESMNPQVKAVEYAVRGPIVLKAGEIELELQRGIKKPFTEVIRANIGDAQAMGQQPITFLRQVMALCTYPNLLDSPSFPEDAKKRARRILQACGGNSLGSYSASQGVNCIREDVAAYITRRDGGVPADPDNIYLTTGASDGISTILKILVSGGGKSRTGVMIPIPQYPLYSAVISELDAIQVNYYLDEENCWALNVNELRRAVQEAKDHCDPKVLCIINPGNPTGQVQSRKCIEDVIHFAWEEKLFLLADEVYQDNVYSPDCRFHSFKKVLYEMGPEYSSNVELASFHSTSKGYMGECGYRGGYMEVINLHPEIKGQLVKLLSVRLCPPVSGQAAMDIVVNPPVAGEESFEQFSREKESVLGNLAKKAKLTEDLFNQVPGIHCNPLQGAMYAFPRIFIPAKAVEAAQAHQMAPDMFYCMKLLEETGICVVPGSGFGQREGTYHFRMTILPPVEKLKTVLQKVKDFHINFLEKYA
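Fluorescence read-out: pyruvate from GPT2 turnover coupled to pyruvate oxidase, HRP and Amplex Red (0.2mM ThPP, 0.2U/mL PO and HRP, 50uM Amplex final). Substrates 250uM a-KG, 2mM L-alanine; enzyme 10ng/uL; 30 min RT.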
Luciferase inh = inhibitors of firefly (Photinus pyralis) luciferase; 2.5% of 76,000 active; AID 1347043; Potency, µM (titrated, usually from 115 µM), inactives show at the top dose activity change, negative = inhibition, usual class: inhibitors; purified P. pyralis luciferase, luminescence, biochemical; P08659; also: potency is read from the fitted curve at half-maximal effect; nearly all actives have a fitted effect of over 65% in size
Target sequence (P08659 whole entry, looked up): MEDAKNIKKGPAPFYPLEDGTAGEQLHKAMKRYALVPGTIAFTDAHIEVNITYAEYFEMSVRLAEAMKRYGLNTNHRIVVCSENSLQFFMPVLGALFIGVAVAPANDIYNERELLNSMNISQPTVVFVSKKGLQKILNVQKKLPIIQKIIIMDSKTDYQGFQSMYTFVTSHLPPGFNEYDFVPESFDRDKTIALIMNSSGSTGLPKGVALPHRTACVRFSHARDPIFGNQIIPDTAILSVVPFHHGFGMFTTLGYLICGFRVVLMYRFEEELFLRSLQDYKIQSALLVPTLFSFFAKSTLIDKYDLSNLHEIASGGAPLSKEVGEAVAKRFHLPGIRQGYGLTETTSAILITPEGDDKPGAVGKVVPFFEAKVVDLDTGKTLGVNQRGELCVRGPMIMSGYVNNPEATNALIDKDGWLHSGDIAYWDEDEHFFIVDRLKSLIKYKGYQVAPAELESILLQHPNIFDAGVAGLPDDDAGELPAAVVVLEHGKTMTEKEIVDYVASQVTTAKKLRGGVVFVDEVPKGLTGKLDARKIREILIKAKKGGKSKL
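Luminescence read by CCD imager after adding enzyme (10nM final) to wells holding compound, titrated in qHTS. Substrates 10uM each D-luciferin and ATP; buffer 50mM Tris acetate pH 7.5, 10mM Mg acetate, Tween-20, BSA.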
SNCA expr inhib = SNCA gene expression inhibition. HEK-293 SNCA-luciferase knock-in, luminescence, 24 h. Potency, µM (doses to about 57.2 µM), without a hit: at the highest dose activity change, negative = inhibition, most hits filed as inhibitors. 0.17% of 140,000 active;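 also: potency is read from the fitted curve at half-maximal effect; plate controls were DMSO cells for no effect and cell-free wells for full effect; nearly all actives have a fitted effect of over 45% in size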
HEK cytotox = cytotoxic compounds in HEK 293 cells. HEK 293 viability, ATP luminescence (CellTiter-Glo), 48-72 h. 6.6% of 94,000 active. Potency, µM (highest dose often 115 µM), for inactives: at the highest dose activity change, negative = cytotoxicity, hits mostly inhibitors; also: potency is read from the fitted curve at half-maximal effect; nearly all actives have a fitted effect of over 60% in size
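CellTiter-Glo luminescence (cellular ATP) was read after 48 or 72 hr of compound exposure at 37 degree Celsius. Cells were HEK 293 plated at 250 cells/well.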
NIH3T3 tox = NIH 3T3 cell cytotoxicity | NIH 3T3 viability, CellTiter-Glo ATP luminescence, 48-72 h | Potency, µM (titrated, usually from 96.7 µM), for inactives: top-dose activity change, negative = cytotoxicity, hits mostly inhibitors | 4.3% of 94,000 active | AID 1345082; also: potency is read from the fitted curve at half-maximal effect; nearly all actives have a fitted effect of over 55% in size
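First NIH 3T3 cells are plated at 400 cells/well; next compound is pinned in; then plates incubate 48 or 72 hr at 37 °C; finally CellTiter-Glo is added and luminescence read after 10 min.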
Starred values were filed as active, the others as inactive; i = inactive; ? = inconclusive; · = no result given; [ ] = remark or other dose. Unless noted, calls follow the shape of the dose curve; as a rule, active = well fitted curve in the direction sought with a large enough effect; inconclusive = small, poorly fitted or top-dose-only effect, or another doubt; inactive = no such curve, though single readings can be large; an effect the other way counts as inactive or inconclusive. Unless noted, % is scaled to controls: 0 for no effect and ±100 for the full control effect. Some of the compounds tested; rates above refer to the full screens.

Every second line gives: IP6K1 inhibitor	HEK293 viab	GPT2 inh	Luciferase inh	SNCA expr inhib	HEK cytotox	NIH3T3 tox
O=C(Cc1cccnc1)N1CCC(N2C(=O)C(O)C23CCCCC3)CC1 (stereo not given)
→ -2	7%	i	-4%	9%	i	i
Cc1ccc(CN2CCc3nn(Cc4ccccc4)c(=O)n3CC2)nc1
→ -12	-7%	i	9%	4%	-1%	-1%
Cc1noc(-c2cn(C3CCN(C(=O)C(C)Oc4ccc(Cl)cc4)CC3)nn2)n1 (stereo not given)
→ 13	-12%	i	-1%	1%	-8%	?
Cc1ncccc1C(=O)N1CCCCCC1c1nnc(-c2ccccc2)o1 (stereo not given)
→ 7	-17%	i	·	13%	-13%	-13%
COc1ccccc1N1CCN(C(=O)C[C@@H]2CCNC[C@@H]2Cc2cc(-c3ccc(C(C)(C)C)cc3)on2)CC1
→ 16	-8%	-18%	-19%	-30%	?	?
CCc1ccc(NC(=O)CSc2ccc(-c3ccccn3)nn2)cc1
→ 5	-28%	·	·	-16%	·	·
O=[S+]([O-])(c1ccccc1)N1CC2(CCCN2Cc2cccnc2)Cc2ccccc21 (stereo not given)
→ -5	-11%	-15%	·	4%	?	?
CC(C)C1CN(C(=O)OC(C)(C)C)CCN1 (stereo not given)
→ 0	-19%[183 µM]	i	·	23%[183 µM]	i	i
COc1ccc(C)cc1NS(=O)(=O)c1cc2c3c(c1)CC(=O)N3CCC2
→ 1	-14%	·	·	-3%	·	·
O=C(c1ccnnc1)N1CCC2(CCN(Cc3ccccn3)CC2)C(CO)C1 (stereo not given)
→ 1	4%	-5%[11.5 µM]	-3%	-13%	-14%	-12%
COc1cccc(CNC(=O)Nc2cccn3nc(C)nc23)c1
→ -1	9%	-1%	-14%	-3%	-2%	-15%
O=C(c1cccnc1)N1CCC2(CC1)OCCN(Cc1ccccc1)C2=O
→ 3	3%[87.6 µM]	2%[88.5 µM]	1%[172 µM]	-1%[87.6 µM]	?	-18%[138 µM]
Clc1ccc(-c2csc(-c3nc(-c4ccc(Br)s4)cs3)n2)cc1
→ 5	-6%	·	·	-4%	·	·
Cc1ccc(-c2nnc([C@H]3CCN(c4ncccn4)C3)o2)cc1
→ 23	-3%[87.6 µM]	-7%[88.5 µM]	-6%[172 µM]	19%[87.6 µM]	?	-14%[174 µM]
O=C(CCc1conc1-c1ccccc1F)NCc1cccc(Br)c1
→ 9	-3%	i	-3%	8%	-21%	?
O=C(NCc1ccc2c(c1)CCN2C(=O)c1ccccc1)c1ccco1
→ 0	-1%	·	·	41%[activator]	·	·
O=C(c1ccncc1)N1CCC2(CC1)CC(N1CCCC1)CCO2 (stereo not given)
→ 5	4%	i	-5%	-12%	10%	i
CC(C)CN1C(=O)c2cccn2CC1CNC(=O)c1ccnn1C (stereo not given)
→ -3	4%	1%	1%	-4%	0%	-4%
C[C@@H]1CN(C2(C(=O)NCc3n[nH]c4c3CCC4)Cc3ccccc3C2)C[C@H](C)O1
→ 13	5%	-3%	0%	2%	-6%	-19%
Cc1ccc(C2Cn3cnc(C(=O)N4CCC(C(=O)NCCCc5ccccc5)CC4)c3CO2)cc1 (stereo not given)
→ 2	7%	-21%	32µM*	9%	3%	i
Cc1cccc(C(=O)N2CCCN(c3cc(-c4ccc(Cl)cc4)[nH]n3)CC2)c1
→ -19	-5%	-21%	1%	-2%	?	?
COCCN1C(=O)c2ccccc2C(C(=O)Nc2nnc(C3CC3)s2)C12CCCCC2 (stereo not given)
→ 13	-18%	i	12%	-8%	7%	i
O=C(NCc1ccccc1)C1CN(C2CCCCC2)C(=O)N1 (stereo not given)
→ 2	-3%[12.5 µM]	-2%[88.5 µM]	·	6%[87.6 µM]	-5%[172 µM]	-2%[138 µM]
Cc1c(NC(=O)c2cc(-c3ccc(F)cc3)on2)c(=O)n(-c2ccccc2)n1C
→ -5	28%	·	·	5%	·	·
COC[C@@H]1CN(C(=O)c2ncccc2C)C[C@H]1c1ccncc1
→ -10	-1%	i	-3%	18%	4%	-10%
Cc1nc(N2CCC(NC(=O)c3cc4ccccc4[nH]3)CC2)cc(C(F)(F)F)n1
→ 10	-6%	i	?	5%	?	?
O=C(NCC1CC1)c1cn(C2CN(C(=O)C3CCOC3)C2)nn1 (stereo not given)
→ 12	-4%	4%	2%	-22%	i	-1%
COc1ccc(CN[C@@H]2CO[C@H](CNC(=O)c3ccccc3)[C@H]2O)cc1
→ -2	2%[87.6 µM]	i	-4%[172 µM]	-9%[87.6 µM]	-1%[172 µM]	-8%[174 µM]
N#Cc1ccc(C(=O)N2CCC3(CC2)CN(c2cccc(F)c2)C3c2ccccc2)cc1 (stereo not given)
→ 19	-11%	1%	·	-25%	?	?
Cc1ccc(Cn2c(=O)n(-c3ccc(C)c(C)c3)c(=O)c3c(C)c(C)sc32)cc1
→ 23	?	·	·	?	·	·

Brought forward from above: 2 compounds; new compounds follow.
Every second line gives: IP6K1 inhibitor	HEK293 viab	GPT2 inh	Luciferase inh	SNCA expr inhib	HEK cytotox	NIH3T3 tox
N#Cc1ccc(C(=O)N2CCC3(CC2)CN(c2cccc(F)c2)C3c2ccccc2)cc1 (stereo not given)
→ 19	-11%	1%	·	-25%	?	?
Cc1ccc(Cn2c(=O)n(-c3ccc(C)c(C)c3)c(=O)c3c(C)c(C)sc32)cc1
→ 23	?	·	·	?	·	·
Cn1c(=O)n(C/C=C/c2ccccc2)c(=O)c2c1nc1n2CCN1c1ccc(Cl)cc1
→ -4	7%	·	·	-3%	·	·
CC(=O)NCCC(=O)N1CCC2(CC1)CN(C(=O)Cc1ccc(O)cc1)CCO2
→ -14	0%	2%	·	30%[activator]	-2%	-16%
O=C(N1CCC2(CC1)CC(Cc1nc(-c3cnccn3)no1)CCO2)C1(c2ccccc2)CC1 (stereo not given)
→ 5	-6%	i	7%	-20%	?	-20%
Cc1noc([C@@H]2C[C@H](NC(=O)Nc3ccccc3)CN2C)n1
→ -10	5%[87.6 µM]	4%[88.5 µM]	-12%[172 µM]	56%[activator][87.6 µM]	-28%[172 µM]	-22%[174 µM]
Cc1ccc(Cl)cc1-n1ncc2c(N3CCC(C(N)=O)CC3)ncnc21
→ -1	-1%	·	·	-10%	·	·
CCN(CC)c1ncccc1CNC(=O)CN1CC(c2ccccc2)CC1=O (stereo not given)
→ 14	1%	i	9%	-11%	4%	2%
Cc1c(C(=O)NCc2ccc(N(C)C)cc2)oc2c1-c1nn(Cc3cccc(Cl)c3)cc1CC2
→ 6	0%	·	·	-1%	·	·
COCCN1CCC(N2CCN(C(=O)CCCc3ccccc3)CC2)C1=O (stereo not given)
→ 9	9%	3%	-11%	53%[activator]	1%	i
COc1ccc2[nH]c3c(c2c1)CCNC31CCN(C(=O)c2cc(C)n(C)n2)CC1
→ 13	23%[12.5 µM]	i	-18%	29%	?	-40%
Cc1cc(C(=O)NCCc2noc(-c3cccnc3)n2)nn1C
→ 5	-6%[12.5 µM]	i	-16%	-16%	-1%	-5%
CCC(Sc1nncn2c1cc1oc(C)cc12)C(=O)Nc1ccc(F)cc1 (stereo not given)
→ -12	6%	·	·	-2%	·	·
COc1cc(NC(=O)CN2CCN(CC(=O)Nc3ccc(F)cc3)CC2)cc(OC)c1
→ 7	-8%	·	·	-10%	·	·
OC1(c2csc(CN3CCN(c4ccccn4)CC3)n2)CCN(Cc2ccc(F)cc2)CC1
→ -3	-5%	1%	-3%	-8%	?	?
CC(=O)n1nc(-c2cccnc2)nc1NCc1ccc(F)cc1
→ 5	-3%	·	·	18%	·	·
COc1ccc(C(=O)Nc2nc3c(s2)C[C@@H]2[C@](C)(CO)[C@H](O)CC[C@@]2(C)[C@@H]3CC(=O)NC(C)C)cc1
→ -12	-10%	-28%	2%	4%	-7%	-13%
Cc1ccc(-c2nnc(SCC(=O)NCc3ccccc3)nc2-c2ccc(C)cc2)cc1
→ 6	-27%	·	·	-28%	·	·
Cc1ccn2c(C(=O)N3CCCC(c4[nH]ncc4-c4ccccc4)C3)nnc2n1 (stereo not given)
→ 8	-9%	2%	11%	10%	?	-25%
CCOC(=O)c1cc(-c2ccccc2)n(CC(=O)Nc2ccccc2OCC)c1C
→ -9	14%	·	·	?	·	·
CC(C)CCN1CCOc2cc(C(=O)NCc3cccs3)ccc2C1
→ -13	-3%[87.6 µM]	?	13%[172 µM]	?	?	?
CC(=O)N1CCC(N[C@@H]2CO[C@H](CNC(=O)CC(C)(C)C)[C@H]2O)CC1
→ 6	-1%[87.6 µM]	-9%[88.5 µM]	1%[172 µM]	-15%[87.6 µM]	i	i
Cc1ccc(CCNC(=O)C2CCN(c3cc(C(F)(F)F)nc(C)n3)CC2)cc1
→ -5	-11%	-6%	-4%	-17%	?	-29%
COCc1cc(C[C@@H]2CC[C@H](O)[C@@H](CN(C(=O)Nc3ccccc3)C(=O)Nc3ccccc3)O2)no1
→ 3	-2%	2%	-16%	5%	-27%	?
O=C(O)CN(CCN(CC(=O)O)CC(=O)O)CCN(CC(=O)O)CC(=O)O
→ 18	-7%	?	·	5%	·	·
COc1cc([C@@H]2Oc3c(OC)cc(CCCO)cc3[C@@H]2CO[C@@H]2O[C@H](CO)[C@@H](O)[C@H](O)[C@H]2O)ccc1O
→ 6	32%[23.9 µM]	2%[27.3 µM]	·	·	·	·
CCN(CC)C(=O)C(NC(=O)c1cccs1)C1CCN(C(=O)c2cccc(F)c2)CC1 (stereo not given)
→ 20	?	?	-12%	0%	-14%	-24%
COc1ccccc1Nc1ncc2c(n1)CN(C(=O)c1cccc(N(C)C)c1)CCN2
→ -1	-18%[87.6 µM]	i	-8%[172 µM]	-33%[87.6 µM]	79µM*	-28%[138 µM]
CCS(=O)(=O)N1CC(=O)N(c2cccc(Cl)c2C)C(C)(C(=O)NC2CCCCC2)C1 (stereo not given)
→ 8	-15%	·	·	27%	·	·
CCCNC(=O)N1CCCN(Cc2ccc3c(c2)OCO3)c2ccccc21
→ -4	-2%	3%	1%	?	?	?
Cc1noc(C)c1C(=O)NC1CCN(c2ccc3nnc(C4CC4)n3n2)C1 (stereo not given)
→ 8	·	·	·	·	2%	-21%
CC(=O)Nc1cccc(Nc2nc3ccccc3n3c(C)nnc23)c1
→ -5	-16%	·	·	33%[activator]	·	·
CN(C(=O)[C@@H]1C[C@@H](c2cccc(C(F)(F)F)c2)N(Cc2cnn(C)c2)C1)c1ccccc1
→ 2	-27%	-4%	-20%	?	?	?

As entered above:
Under Luciferase inh, CCN(CC)c1ncccc1CNC(=O)CN1CC(c2ccccc2)CC1=O (stereo not given) has the entry 9%
Under IP6K1 inhibitor, COCCN1CCC(N2CCN(C(=O)CCCc3ccccc3)CC2)C1=O (stereo not given) has the entry 9

Screening data deposited in PubChem by National Center for Advancing Translational Sciences (NCATS).
